PV pol inh = inhibitors of poliovirus RNA polymerase binding and polymerization. poliovirus polymerase elongation, fluorescence polarization; stronger effect = lower value. % elongation, % (compound at 16.7 µg/mL). 0.66% of 150,000 active. AID 588519; in the data active means % elongation below about 90%; further: some results filed as inactive read as strong as hits
Target sequence (P03300 1749-2209 limits assumed): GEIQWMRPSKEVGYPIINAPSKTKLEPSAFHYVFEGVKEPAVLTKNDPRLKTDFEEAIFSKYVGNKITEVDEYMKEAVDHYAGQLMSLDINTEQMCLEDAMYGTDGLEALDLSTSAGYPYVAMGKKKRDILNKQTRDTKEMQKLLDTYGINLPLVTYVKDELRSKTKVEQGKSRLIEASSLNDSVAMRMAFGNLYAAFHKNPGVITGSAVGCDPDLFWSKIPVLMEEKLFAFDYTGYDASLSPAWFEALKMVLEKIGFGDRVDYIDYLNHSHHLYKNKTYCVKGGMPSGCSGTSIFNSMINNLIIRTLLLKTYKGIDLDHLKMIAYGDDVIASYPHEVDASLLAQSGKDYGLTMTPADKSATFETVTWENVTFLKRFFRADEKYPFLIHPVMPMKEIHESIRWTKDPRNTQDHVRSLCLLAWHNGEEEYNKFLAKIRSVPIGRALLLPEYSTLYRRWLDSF
PV pol inh FP z-score = recorded beside PV pol inh, whose call it bears; z-score; measured here: FP z-score; hits read low
The depositor's hits bear a star; & = joins results of further samples. The list is partial, so the mix of outcomes need not match the whole.

Molecule,PV pol inh,PV pol inh FP z-score
Cc1ccc(-c2nnc(Nc3ccc(O)cc3)c3ccccc23)cc1S(=O)(=O)NCc1nc2ccccc2[nH]1,111.0,1.7
O=C(CSc1ncccn1)N(C1CCCCC1)C1CCCCC1,115.0,1.7
CCc1nn2c(=O)c(S(=O)(=O)Nc3ccc(C(C)C)cc3)c(C)nc2s1,105.0,0.1
CC(=O)Nc1ccc2c(C)cc(=O)[nH]c2c1,99.0,-0.4
COc1cccc(-c2cc(C(F)(F)F)nc(-n3cccn3)n2)c1,103.0,1.3
COc1ccc(-c2cc(C(=O)Nc3cccnc3)no2)cc1OC,109.0,0.9
O=C(Oc1ccc(-c2nnco2)cc1)c1ccccc1F,104.0,0.2
CNC(=O)Nc1ccc(C(=O)OC)cc1,103.0,0.1
COc1ccc(C(=O)COc2ccccc2OC)cc1,103.0,0.7
CC(C)CCN1C(=O)N(c2ccccc2)C(=O)C1CC(=O)Nc1ccc(Cl)cc1 (stereo unspecified),105.0,0.5
Cc1cccc(OC(C)C(=O)N2CCCCC2)c1 (stereo unspecified),101.0,-0.1
CCCNC(=O)Nc1nc2ccc(OC)cc2s1,104.0,1.1
COC(=O)c1ccc(OC(=O)N2CCOCC2)cc1,100.0,-0.9
COc1ccc(OC)c(CNC(=O)c2cc3c(Cl)nc4ccccc4c3s2)c1,106.0,0.2
CCOc1ccc(-n2cc(C(=O)Nc3ccccc3OCC)c3cc(OC)c(OC)cc3c2=O)cc1,103.0,-0.2
NC(=O)Cn1nc2c3c(cccc3c1=O)-c1ccccc1-2,101.0,0.1
CC1CN(CC(=O)c2c(N)n(Cc3ccccc3)c(=O)n(C)c2=O)CC(C)O1 (stereo unspecified),102.0,-0.2
C=CCN1C(=O)/C(=C2/Sc3ccccc3N2CC)SC1=S,102.0,0.1
CCCn1c(SCC(=O)NC(=O)NCc2ccccc2)n[nH]c1=O,103.0,-0.1
COc1cccc(NC(=O)CN2C(=O)c3cccnc3Oc3ccc(Cl)cc32)c1,110.0,0.9
O=C(NCc1cccs1)C1CCN(c2ncnc3c2sc2cccc(F)c23)CC1,105.0,1
CC(=O)Nn1nc2c(n1)C(=NNC(=O)c1ccccc1)c1nn(NC(C)=O)nc1C2=NNC(=O)c1ccccc1,98.0,-0.1
CCc1nnc2c(NCc3ccccc3OC)nc3ccccc3n12,107.0,0.3
O=C(CCN1C(=O)c2ccccc2Sc2ncccc21)NC1CCCC1,102.0,0
CCC(=O)Nc1ccc(-c2nc3ccccc3o2)cc1,101.0,0.3
O=C(NC1=NN(c2ccccc2)C(=O)C1)c1ccc(Br)s1,100.0,0
CN1C(=O)CC(Nc2cccc3cccc(N)c23)C1=O (stereo unspecified),100.0,-0.4
CCOC(=O)N1CCC(=NNC(=S)Nc2ccc(Cl)cc2Cl)CC1,139.0,4.7
CCN=c1sc(C(=O)OC)cc(=O)n1CC,104.0,0.8
Clc1cccc(-c2nc(-c3ccccn3)no2)c1,107.0,0.5

Brought forward from above: 5 compounds; new compounds follow.
Molecule,PV pol inh,PV pol inh FP z-score
O=C(NC1=NN(c2ccccc2)C(=O)C1)c1ccc(Br)s1,100.0,0
CN1C(=O)CC(Nc2cccc3cccc(N)c23)C1=O (stereo unspecified),100.0,-0.4
CCOC(=O)N1CCC(=NNC(=S)Nc2ccc(Cl)cc2Cl)CC1,139.0,4.7
CCN=c1sc(C(=O)OC)cc(=O)n1CC,104.0,0.8
Clc1cccc(-c2nc(-c3ccccn3)no2)c1,107.0,0.5
CCS(=O)(=O)n1nc(-c2ccc(OC)cc2OC)cc1N,102.0,0.8
Cc1nnc(Oc2ccccc2C#N)c2ccccc12,101.0,-0.4
CN1C(=O)C(=O)/C(=C(/O)c2ccccc2)C1c1ccccc1 (stereo unspecified),101.0,0.3
Cc1c(Cl)cccc1NC(=O)Nc1nnc(N(C)Cc2ccccc2)s1,108.0,0.2
COc1cc(Nc2nc(SCC(=O)c3ccc(Br)cc3)nc3ccccc23)cc(OC)c1,110.0,1
Cc1[nH]ccc2c1[nH]c1cc(=O)ccc12,103.0&105.0,0.3&1.1
COC(=O)c1cn(CC(=O)Nc2ccc(F)cc2)c2ccccc12,100.0,-0.6
CCOC(=O)c1cc(-c2ccccc2)n(CCC(=O)NCCc2ccc(C)cc2)c1C,104.0,0
CCOc1ccccc1C(=O)NC1(C(F)(F)F)C(=O)Nc2c1c(=O)[nH]c(=O)n2-c1ccccc1 (stereo unspecified),103.0,-0.5
O=C(N=C1c2ccccc2CN1c1ccc2c(c1)OCO2)c1ccco1,106.0,0.4
O=C(CCC(=O)N1CC2CCCN2c2ccccc21)NCc1ccccc1Cl (stereo unspecified),103.0,-0.2
COc1ccc(CC(=O)NC2=NC(=O)C(C)S2)cc1 (stereo unspecified),99.0,-0.7
N#CC(C(=O)c1ccc(F)cc1)c1nc2ccccc2[nH]1 (stereo unspecified),103.0,0.5
O=C(Cn1c(=O)nc(-c2ccccc2)c2cc(Cl)ccc21)Nc1ccc(F)c(Cl)c1,104.0,-0.4
COc1ccccc1Nc1ncc2c(n1)CCN(CC(C)C)C2,103.0,-0.4
CC1CCCCN1C(=O)CSc1nnc(-c2ccccc2Cl)o1 (stereo unspecified),107.0,0.3
NCc1ccc(CN2CCCCCC2)cc1,101.0,-0.4
O=C(COC(=O)c1ccc(N2CCCC2=O)cc1)c1ccc(OC(F)F)cc1,100.0,-0.5
CCOC(=O)N1CCN(c2nc(C)c3c(n2)CC(c2ccco2)CC3=O)CC1 (stereo unspecified),101.0,-0.3
O=C(COc1ccccc1)N(Cc1ccccc1)c1ccccn1,106.0,0.3
C/[N+]([O-])=C\c1ccc(C#N)cc1,108.0&102.0,0.5&0.1
CN(Cc1ccccc1Cl)C(=O)C1CC(=O)N(c2ccc3c(c2)OCCO3)C1 (stereo unspecified),97.0,-0.4
Cc1cc(NC(=O)c2cccc(S(=O)(=O)N(C)C)c2)n(-c2ccccn2)n1,110.0,0.5
CCOC(=O)c1sc(NC(=O)Cc2n[nH]c(=O)c3ccccc23)cc1C,101.0,-0.3
CCc1ccc(/C=C2\C(=O)N(Cc3ccco3)C(C)=C2C(=O)OC)cc1,101.0,0
CCCCCNc1nc(C)c(C(=O)OCC)s1,106.0,0.4
Cc1ccc2cc(CCNS(C)(=O)=O)c(=O)[nH]c2c1,102.0,0.8
Clc1ccc(-c2nnc3ccccn23)cc1,100.0,0
COc1ccc(C2CC(=O)c3cc(-c4nc(-c5cccc([N+](=O)[O-])c5)cs4)c(=O)n(-c4cc(C)cc(C)c4)c3C2)cc1 (stereo unspecified),106.0,0.1
CC1CCCCN1S(=O)(=O)c1ccccc1C(=O)N1CCCCCC1 (stereo unspecified),105.0,0.4
Cc1cccc(N2CCN(C(=O)Cn3nc(Cc4cccnc4)c4ccccc4c3=O)CC2)c1C,109.0,1.5
COc1ccc(-n2ncc3c(N4CCc5ccccc54)ncnc32)cc1,99.0,-0.6
S=C1OC(c2ccccc2)=C/C1=C\N1CCCCC1,102.0,0.1
Cc1ccc(-n2c(C)cc(C(=O)COc3ccc(C#N)cc3)c2C)cc1,100.0,-0.3
CN(C)CCNC(=O)c1ccc(-n2c(=S)[nH]c3ccccc3c2=O)cc1,106.0,1
Cc1cccc(S(=O)(=O)c2cn(Cc3ccccc3)c3cc(N4CCOCC4)c(F)cc3c2=O)c1,110.0,0.5
O=S(=O)(/N=C(\OC1CCCCC1)c1ccccc1)c1ccccc1,104.0,0.7
Cc1ccc(C)c(N2CCN(C(=O)C3CCCN(S(=O)(=O)c4ccc5c(c4)oc(=O)n5C)C3)CC2)c1 (stereo unspecified),109.0,0.5
CC1CC(C)(C)CC2(C1)NC(=O)N(CC(O)c1ccccc1)C2=O (stereo unspecified),100.0,-0.7
O=c1cc(O)nc2ccccn12,98.0,-0.9
COc1ccc(-n2nnnc2SCC(=O)NCC(C)C)cc1,104.0,0.2
Oc1cccc(Oc2ccccc2)c1,101.0,0.3
CCOC(=O)N1CCN(S(=O)(=O)c2ccc(C(=O)Nc3ccc4nc(SC)sc4c3)cc2)CC1,101.0,-0.1
COC(=O)c1cc(-c2cccs2)nc2c1c(C)nn2-c1ccccc1,106.0,0.4
CC/C(=N\O)c1ccc(CCCCCC(=O)O)s1,99.0,-0.3
O=C(O)C1CCN(C(=O)c2cccs2)CC1,102.0,0.1
NCCCOC1CCCCC1,102.0,0
CC(C)NC(=O)c1c(O)nc2ccccn2c1=O,101.0,0.2
Cc1cc(C)cc(NC2=NCCCS2)c1,99.0,0.2
COc1ccc(N2CCN(C(=O)c3noc4c3CCCCC4)CC2)cc1,101.0,-0.2
Cc1ccc2nc(NCn3nc(-c4ccccc4)oc3=S)sc2c1,99.0,-0.4
CN1C2CCC1CC(OC(=O)CCN1CCOCC1)C2 (stereo unspecified),98.0,-0.6
CCc1ccc(NC(=O)c2cc3nc(-c4ccc(C)cc4)cc(C(F)(F)F)n3n2)cc1,107.0,0.7
O=c1ccnc(NCCc2ccccc2)[nH]1,99.0,-0.8
CCN(CC)CCSc1ccc(-c2ccccn2)nn1,108.0,0.3
CCCn1c(-c2ccccc2)nc2ccccc21,97.0,-0.4
CSc1nnc(Cc2ccccc2)c(=O)[nH]1,102.0,0.1
COc1ccccc1NCC(=O)NN,108.0,0.4
CCOC(=O)c1ccc(OCC(=O)OC)cc1,103.0,0.2
N#Cc1ccc(CN2C(=O)CC3(CCCC3)C2=O)cc1,100.0,-0.3

The list goes on.
Molecule,PV pol inh,PV pol inh FP z-score
OC1(C(F)(F)F)CC(c2nccs2)=NN1 (stereo unspecified),101.0,-0.6
COc1cc(Cl)c(NC(=O)CC(C)n2nc(C)cc2C)c(OC)c1 (stereo unspecified),100.0,-0.4
CN(C(=O)Cn1ncc2c([nH]c3ccccc32)c1=O)c1ccccc1,103.0,0.5
COc1ccc2nc(-c3ccccc3)cc(C(=O)O)c2c1,103.0,0.3
COc1ccccc1CNC(=O)c1ccc2c(c1)nc(C)n2-c1ccccc1OC,107.0,0.5
CCN(CC)c1nc2c(-c3cccc(Br)c3)nnn2c2ccccc12,110.0,1.7
COc1cc(NC(=O)c2cc3ccc4cccnc4c3[nH]2)cc(OC)c1OC,108.0,0.1
COc1ccccc1OCC#CCNCC1CCCO1 (stereo unspecified),101.0,-0.2
COc1ccc(CN(C)C(=O)COc2ncnc3ccccc23)c(OC)c1OC,100.0,-0.1
CCN(CC)Cc1c(O)ccc2cc(-c3nc4ccccc4[nH]3)c(=O)oc12,46.0,-4.5
CC12CCC(=O)C=C1CCC1(C)C2(C)CCC2(C)C(C(=O)CO)CCC21C (stereo unspecified),89.0,-1.3
O=C(COc1ccc(Oc2ccccc2)cc1)NCc1cn2ccsc2n1,107.0,0.3
CC(=O)N1CCCc2cc(S(=O)(=O)N3CCCC(C(=O)N4CCN(c5cccc(Cl)c5)CC4)C3)ccc21 (stereo unspecified),112.0,1.2
Nc1nc(SC(C(=O)c2c[nH]c3ccccc23)c2ccccc2)n[nH]1 (stereo unspecified),100.0,-0.6
O=[N+]([O-])c1cc(-c2nc(-c3ccccc3)no2)ccc1NCc1ccco1,112.0,1
CCc1cc2ccccc2nc1SCC(=O)N1CCCC1,102.0,0.1
COc1ccc(C)cc1NC(=O)C(Sc1nnnn1Cc1cccs1)c1ccccc1 (stereo unspecified),104.0,0.3
NCCCCCc1nnc(SCc2ccc(F)cc2)o1,100.0,-1.2
N#Cc1ccc(OC(=O)c2cc(-c3ccc(Cl)cc3)on2)cc1,99.0,-1.9
CC[C@H]1CN2CCC1C[C@@H]2[C@@H](O)c1ccnc2ccc(OC)cc12 (stereo partly specified),102.0,0.6
CCn1cc2nc(SCc3ccccc3)n(Cc3ccc(C)cc3)c(=O)c2n1,105.0,-0.4
Cc1ccc(NC(=O)C2CCN(S(=O)(=O)c3c(C)noc3C)CC2)c(C)c1,114.0,0.6
Cc1cccc(NC(=O)Nc2nnc(N(C)C3CCCCC3)s2)c1C,106.0,-0.3
Cc1cccc(N2CCN(CCCNC(=O)CCN3C(=O)c4cccnc4Sc4ccccc43)C(C)C2)c1 (stereo unspecified),102.0,0
Cc1cc(C)c2sc(NC(=O)c3ccc(S(=O)(=O)N4CCCC4)cc3)nc2c1,102.0,-1.2
COc1ccc(C(CN)c2c[nH]c3ccccc23)cc1 (stereo unspecified),102.0,0
CCn1c(CNC(=O)C23CC4CC(CC(C4)C2)C3)nnc1SCC(=O)Nc1ccc(C)cc1,99.0,-0.4
CC1=C(C)CC(C(=O)Nc2cccc(C)c2C)C(C(=O)O)C1 (stereo unspecified),104.0,0
O=C(c1ccco1)c1cn(CCCOc2ccccc2)c2ccccc12,101.0,0.4
CN1CC(=O)N(CC(=O)Nc2ccc(Cl)c(C(F)(F)F)c2)c2ccccc2C1=O,111.0,0.9
Cc1c(C2=CCN(S(=O)(=O)c3cccc(Cl)c3)CC2)c2ccccc2n1CC(=O)N1CCCC1,99.0,-0.7
c1ccc2[nH]c(SCc3nc4ccccc4o3)nc2c1,104.0,0.3

Profiles, quoted from the list.
OC1(C(F)(F)F)CC(c2nccs2)=NN1 (stereo unspecified) reads PV pol inh: 101.0; PV pol inh FP z-score: -0.6
CCn1cc2nc(SCc3ccccc3)n(Cc3ccc(C)cc3)c(=O)c2n1 reads PV pol inh: 105.0; PV pol inh FP z-score: -0.4

Screens (PubChem BioAssay)
